RSV CPE inhibition: RSV antiviral activity via CPE protection, HEp-2 cells, primary 10 µM value included (AID 2391) | HEp-2 cells, RSV-induced CPE inhibition; higher % means a stronger effect | CPE inhibition, % at 10 µM, or IC50 in µM where a hit was titrated | 310,000 tested, 0.13% active; in the data active means a potency from the dose series; inconclusive means CPE inhibition mostly from about 23% at the one dose, without a potency; inactive means the rest, 99 in 100 with CPE inhibition below about 21%; further: strong numbers were not always called active
P. falciparum M17LAP: P. falciparum M17LAP inhibitors, primary screen, biochemical, fluorogenic H-Leu-NHMec substrate, 1536-well (AID 1619); recombinant M17LAP, H-Leu-NHMec fluorogenic kinetic assay; higher % means a stronger effect; inhibition, % at 30 µM, or IC50 in µM where a hit was titrated; 220,000 tested, 0.38% active;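 active means compound inhibiting the enzyme by more than half at any dose during confirmatory dose-response retesting; inconclusive means strong single-dose inhibitors picked by rank but not retested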;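 further: plate controls were full reaction with DMSO carrier for no effect and no enzyme background for full effect; strong numbers were not always called active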
T cell HTS: modulates CD8 T cell binding to vesicles | 2C CD8+ T cell-vesicle binding, flow cytometry; active compounds read low | calls only at 7 µM | 330,000 tested, 0.068% active | AID 2052;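 active means response, share of CD8 T cells binding vesicles, and their 90th percentile fluorescence all below set limits, cut at about 80% in these data, passing the limit was not always enough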
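Also added: QL9-peptide-loaded Drosophila micro-vesicles bearing Ld, ICAM-1 and B7-1; Test system: purified 2C TCR transgenic mouse naive CD8+ T cells; Measured by: cytometric PE anti-B7-1 and Alexa647 anti-CD8 signals after 1% paraformaldehyde fixation; Timing: binding step 1.5 h, 37 °C, antibody labelling 20 min, ice.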
West Nile antiviral: West Nile virus antiviral activity, cell-based, CPE readout (AID 1621). West Nile virus-infected cells, CPE inhibition; higher % means a stronger effect. CPE inhibition, % at 10 µM; hits with a dose series show IC50 in µM. 290,000 tested, 0.02% active; in the data active means a potency from the dose series; inconclusive means CPE inhibition mostly from about 3.7% at the one dose, without a potency; inactive means the rest, 99 in 100 with CPE inhibition below about 2.2%; further: strong numbers were not always called active
K1F lysis inhibition: protection from phage-mediated lysis, alamar blue read-out – E. coli UTI89, K1F phage, bacterial capsule biogenesis inhibitors (AID 488966); E. coli UTI89 K1F phage lysis, alamar blue, 2 h; higher % means a stronger effect; inhibition, % at 100 µM, or IC50 in µM where a hit was titrated; 340,000 tested, 0.02% active;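 active means phage lysis inhibition, versus mean bacterial control, above a set limit; inconclusive means no clear call, values can overlap the other calls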;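 further: capsule biogenesis inhibitors block K1F phage lysis so surviving cells raise fluorescence; higher fluorescence means more inhibition of phage lysis; actives were called in the ten point dose series up to 300 µM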
PMI inhibitors: MPI enzyme activity inhibition – biochemical, fluorescence intensity, coupled assay, primary screen (AID 1209) | 190,000 tested, 0.42% active | purified PMI enzyme, coupled fluorescence intensity; higher % means a stronger effect | inhibition, % at 20 µM, or IC50 in µM where a hit was titrated;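 further: plate controls were DMSO vehicle for no effect and wells lacking substrate for full effect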
human PMI inhibitors: human PMI inhibitors, high substrate, primary screen, biochemical, fluorescence intensity, high mannose 6-phosphate (AID 1220); recombinant PMI enzyme, coupled fluorescence intensity; higher % means a stronger effect; inhibition, % at 20 µM, or IC50 in µM where a hit was titrated; 190,000 tested, 0.66% active
TNAP activators: human TNAP enzyme activators, primary screen, biochemical, luminescent, no phosphate acceptor, uHTS (AID 1001) | 200,000 tested, 0.03% active | purified TNAP, luminescent activation assay, no phosphate acceptor; higher activation fold means a stronger effect | activation fold at 20 µM, or EC50 in µM where a hit was titrated; in the data active means activation fold from about 3, or a potency from the dose series; inactive means the rest, 99 in 100 with activation fold below about 1.6; further: many of its hits are not listed in these tables
P. falciparum M1AAP: P. falciparum M1AAP inhibitors, biochemical, fluorogenic H-Leu-NHMec substrate, 1536-well (AID 1445). recombinant M1AAP, H-Leu-NHMec fluorogenic kinetic assay; higher % means a stronger effect. inhibition, % at 30 µM, or IC50 in µM where a hit was titrated. 220,000 tested, 0.42% active;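 active means primary inhibition above the hit cutoff, then over 50% inhibition at one or more dose response concentrations, cut at about 23% in these data, passing the limit was not always enough; inconclusive means conflicting primary data, or primary hits not chosen for dose response; inactive means low primary inhibition, or under 50% at every dose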;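 further: plate controls were DMSO full reaction for no effect and no enzyme background for full effect; strong numbers were not always called active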
T cell HTS vesicle-bound %: second read-out of T cell HTS, no call of its own (marks repeat the call); double positive events, %; measured here: CD8+ vesicle-bound cell fraction;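 binding gate set so that unloaded-vesicle control wells show 10% double positive cells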
An asterisk follows results filed as active; i = inactive; ? = inconclusive; nt = not tested or not shown; [ ] = remark or other dose. Unless noted, no stated cut-off is given here; in the data, active means inhibition above about 50%; inactive means the rest.

Start of the data: the first 2 records (preview)
SMILES | RSV CPE inhibition | P. falciparum M17LAP | T cell HTS | T cell HTS vesicle-bound % | West Nile antiviral | K1F lysis inhibition | PMI inhibitors | human PMI inhibitors | TNAP activators | P. falciparum M1AAP
CC(=O)c1c(O)c2cccc3c2n(c1=O)CCC3 | 2.9% | nt | i | 22 | -0.3% | 0.2% | nt | nt | nt | nt
COc1cc2cc(Br)cc(Br)c2nc1C | ? | 1% | i | 29 | 0.1% | 2.7% | 3% | 0% | 1.1 | 3%

The whole of this part (from the top)
SMILES | RSV CPE inhibition | P. falciparum M17LAP | T cell HTS | T cell HTS vesicle-bound % | West Nile antiviral | K1F lysis inhibition | PMI inhibitors | human PMI inhibitors | TNAP activators | P. falciparum M1AAP
CC(=O)c1c(O)c2cccc3c2n(c1=O)CCC3 | 2.9% | nt | i | 22 | -0.3% | 0.2% | nt | nt | nt | nt
COc1cc2cc(Br)cc(Br)c2nc1C | ? | 1% | i | 29 | 0.1% | 2.7% | 3% | 0% | 1.1 | 3%
Cn1c(-c2cccc(OCc3ccccc3)c2)nc2c1c(=O)[nH]c(=O)n2Cc1ccccc1 | 2.9% | -10% | i | 60 | -0.3% | -0.1% | -1% | -7% | 1.1 | 7%
CN(C)N1C(=O)CC(NNC(=O)c2ccncc2)C1=O (stereo not drawn) | 3.9% | -3% | i | 54 | 0.2% | 5.9% | 2% | 2% | 1.1 | 3%
O=C(CC1SC(=O)N(c2ccccc2)C1=O)Nc1ccccc1 (stereo not drawn) | 0.8% | 13% | i | 13 | -0.9% | 1.9% | -5% | -13% | 0.6 | 6%
CCOC(=O)c1sc2nc(SCC(=O)NCc3ccco3)n(Cc3ccccc3)c(=O)c2c1C | 1.8% | -2% | i | 59 | -0.9% | 2.1% | 2% | -9% | 1 | -2%
O=C(O)c1ccc(CSc2nnc(-c3ccc(Cl)cc3)o2)cc1 | 0.4% | nt | i | 54 | 0.1% | 0.2% | nt | nt | nt | nt
CN1/C(=C/C(=O)C2CCC2)Sc2ccccc21 | ? | 27% | i | 42 | -0.6% | 0.7%[50 µM] | 14% | 10% | 1.1 | ?
N#CC1=C(N)C2=C(N3CCCCC3)CCCC2C1(C#N)C#N (stereo not drawn) | 0.8% | -58% | i | 53 | 0.6% | 0.7% | 14% | 12% | 1.1 | 28%*
CC(=O)Cn1c(C(F)(F)F)nc2ccccc21 | 1.0% | -7% | i | 18 | 0.1% | 0.9% | -6% | -13% | 1.1 | -10%
COC(=O)c1sccc1NC(=O)c1cc(OC)cc(OC)c1 | 1.7% | 6% | i | 18 | -0.7% | 0.1% | 10% | 6% | 1.1 | -1%
COc1cccc(C(=O)OCC(=O)NC(=O)NC2CCCC2)c1O | 0.5% | -4% | i | 8 | 1.4% | 0.2% | -5% | -1% | 1 | 2%

Reprinted at random: 3 records from the list, in no set order.
SMILES | RSV CPE inhibition | P. falciparum M17LAP | T cell HTS | T cell HTS vesicle-bound % | West Nile antiviral | K1F lysis inhibition | PMI inhibitors | human PMI inhibitors | TNAP activators | P. falciparum M1AAP
CC(=O)Cn1c(C(F)(F)F)nc2ccccc21 | 1.0% | -7% | i | 18 | 0.1% | 0.9% | -6% | -13% | 1.1 | -10%
COc1cc2cc(Br)cc(Br)c2nc1C | ? | 1% | i | 29 | 0.1% | 2.7% | 3% | 0% | 1.1 | 3%
Cn1c(-c2cccc(OCc3ccccc3)c2)nc2c1c(=O)[nH]c(=O)n2Cc1ccccc1 | 2.9% | -10% | i | 60 | -0.3% | -0.1% | -1% | -7% | 1.1 | 7%

The results go on.
SMILES | RSV CPE inhibition | P. falciparum M17LAP | T cell HTS | T cell HTS vesicle-bound % | West Nile antiviral | K1F lysis inhibition | PMI inhibitors | human PMI inhibitors | TNAP activators | P. falciparum M1AAP
CCN(CC)CC(=O)Nc1c2c(nc3ccccc13)N(C)CC2 | 2.8% | nt | i | 26 | 0.1% | 0.3% | nt | nt | nt | nt
NC(=O)C1CCN(CCCNC2CC(=O)N(Cc3ccc(N4CCCC4=O)cc3)C2=O)CC1 (stereo not drawn) | 1.3% | nt | i | 49 | 0.4% | 4.4% | nt | nt | nt | nt
O=C(O)CCCC(=O)Nc1ccccc1C(=O)N1CCOCC1 | -1.3% | 0% | i | 59 | 0.0% | 4.1% | -12% | -1% | 1 | -2%
O=C(CO/N=C/c1cccc([N+](=O)[O-])c1)NC1CCCCC1 | 0.8% | 4% | i | 0 | 0.8% | 4.2%[50 µM] | -2% | -3% | 1.1 | 0%
Cc1ccc(C(=O)N2Cc3ccccc3CC2C(=O)O)cc1 (stereo not drawn) | 1.4% | 51% | i | 28 | 0.7% | 0.7% | 5% | 7% | 1.1 | 9%
COc1ccccc1NC(=O)COC(=O)CC(C)(C)CC1=NS(=O)(=O)c2ccccc2N1 | 18% | nt | i | 6 | -0.3% | -0.1% | nt | nt | nt | nt
CCCCC(=O)Nc1cc(Cl)ccc1C(=O)O | -0.1% | 2% | i | 33 | 0.1% | 0.1% | -3% | -4% | 1.1 | 1%
CCn1c(COc2ccccc2)nnc1SCC(=O)NCc1ccco1 | -0.1% | 6% | i | 36 | 0.3% | -2.6% | -2% | 1% | 1.1 | 7%
Cc1[nH]c2ccc(F)cc2c1CCN(Cc1cccnc1)C(=S)NC(C)(C)C | 1.5% | nt | i | 22 | -1.0% | 0.0% | nt | nt | nt | nt
CNC(=S)Nc1cccc(C(=O)O)c1 | 1.4% | -10% | i | 2 | 0.2% | 0.4% | -2% | 1% | 1.1 | -6%
C/C(=N\NC(=O)COc1ccccc1-c1ccccc1)c1ccccn1 | 7.0% | -3% | i | 44 | ? | 0.1% | -2% | -9% | 1.1 | -17%
O=C(CNC(=O)c1ccc(Br)cc1)NCC(=O)OCC(=O)c1ccc(F)cc1 | 0.9% | nt | i | 11 | 0.0% | 0.6%[50 µM] | nt | nt | nt | nt
CCOC(=O)Cn1c(=O)oc2cc(S(=O)(=O)N(C)c3cccc(C)c3)ccc21 | 2.2% | 10% | i | 44 | 0.2% | -0.3%[50 µM] | nt | nt | nt | 1%
c1ccc(-c2ccccc2OCCCCN2CCCCCC2)cc1 | -1.5% | -2% | i | 57 | -2.2% | 0.1% | 10% | 16% | 1.1 | 2%
O=C(COC(=O)c1ccc(Cl)s1)c1cc2ccccc2o1 | 0.5% | 6% | i | 33 | -0.1% | 0.6% | 4% | -1% | 1 | 12%
CCOC(=O)CSc1nc2ccc(N3CCOCC3)cc2c(=O)n1Cc1ccc2c(c1)OCO2 | 1.6% | 1% | i | 21 | nt | nt | -14% | -44% | 1.1 | 12%
COc1cc(C2CC(c3c(C)cc(C)[nH]c3=O)=NN2c2ccccc2F)cc(OC)c1OC (stereo not drawn) | 1.3% | nt | i | 16 | 0.7% | -0.1%[50 µM] | nt | nt | nt | nt
CCOC(=O)N1CCN(CCC(=O)Nc2cc(C)ccc2OC)CC1 | -0.2% | -10% | i | 43 | -0.1% | -0.3% | 13% | 9% | 1 | 2%
C/C(=N/NC(=O)CNC(=O)c1ccccc1)c1ccc(C)cc1 | 0.9% | 2% | i | 53 | -0.3% | 0.0% | -6% | -8% | 1.1 | -2%
COc1ccc(NC(=O)c2ccc(CN3CCN(c4ccccc4)CC3)cc2)cc1 | 0.1% | -12% | i | 58 | -0.4% | 0.3% | 2% | 1% | 1.1 | 1%
COc1cccc2cc(C(=O)N3CCN(c4ncccn4)CC3)c(=O)oc12 | nt | 1% | i | 33 | -0.1% | 2.7% | -4% | -16% | 0.9 | 6%
COc1cc(C)c(CN2CCCCC2CO)cc1C (stereo not drawn) | -0.1% | -11% | i | 55 | 1.3% | -3.7% | 8% | 14% | 1.1 | -5%
COC(=O)C(C(=O)OC)c1ccc(NC(=O)c2cccc(Cl)c2)cc1 | -2.6% | -9% | i | 64 | -0.6% | -0.2% | -9% | -8% | 1.1 | 0%
COc1ccc(Cl)cc1C(=O)Nc1ccc2c(c1)OCCO2 | 8.3% | nt | i | 57 | 0.0% | 0.0% | nt | nt | nt | nt
O=C1CC(c2ccccc2)CC(O)=C1C=Nc1ccc(O)cc1 (stereo not drawn) | 4.5% | 3% | i | 54 | 0.1% | -0.1% | 15% | 30% | 1 | 7%
COc1ccc(CC(=O)NNc2ncnc3c2cnn3C)cc1OC | 3.2% | -2% | i | 36 | 0.1% | 6.2% | -2% | -2% | 2.4 | 9%
O=C(NC1CCCCC1)N(Cc1cc2cc3c(cc2[nH]c1=O)OCCO3)CC1CCCO1 (stereo not drawn) | -1.5% | -15% | i | 27 | 0.0% | 0.1% | 4% | 5% | 1.1 | 12%
COc1ccc(C2NS(=O)(=O)OCC2C)cc1 (stereo not drawn) | -1.7% | nt | i | 15 | -0.6% | -0.7% | nt | nt | nt | nt
c1ccc2c(-c3nnc4n3CCCCC4)cc(-c3ccncc3)nc2c1 | 1.5% | 8% | i | 31 | -0.1% | -5.2% | 11% | 6% | 0.9 | -3%
CCCCc1ccc(NC(=O)c2ccc(N(C)S(C)(=O)=O)cc2)cc1 | -0.4% | 19% | i | 43 | -0.5% | 0.2% | nt | nt | nt | 9%
O=C(NCc1ccc(Cl)cc1)c1nccnc1CO | 2.3% | nt | i | 10 | -0.1% | 1.8%[50 µM] | nt | nt | nt | nt
COc1ccc(S(=O)(=O)Nc2nc(C(F)(F)F)cs2)cc1 | 1.1% | 18% | i | 46 | 0.5% | -0.1% | -3% | -8% | 1.1 | 1%
CCCC(C(=O)NC(C)(C)C)N(CCN1CCOCC1)C(=O)CNS(=O)(=O)c1ccccc1 (stereo not drawn) | 0.3% | nt | i | 17 | 0.0% | 0.3% | nt | nt | nt | nt
CN(c1ccccc1C(=O)Nc1cccc(Br)c1)S(=O)(=O)c1ccccc1 | 8.1% | nt | i | 66 | -1.4% | 0.6% | nt | nt | nt | nt
Cc1cc(C)c(C#N)c(Sc2ccc(N)cc2)n1 | 0.5% | -6% | i | 4 | 1.0% | 1.4%[50 µM] | -4% | -2% | 1.1 | 3%

Screening results deposited in PubChem BioAssay by several laboratories.
